# H9c2 TAG inh: inhibitors of triacylglycerol accumulation. H9c2 cells, Nile Red lipid (TAG) fluorescence; cells loaded with 200 µM oleic acid. actives 0.66% (n = 230,000). inhibition, % at 12.5 µM. AID 651582;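 active = pattern-corrected inhibition of lipid staining of at least 50% with the nuclear-stain viability signal not falling by more than 50%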;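 also: 0% = DMSO wells and 100% = triacsin C control wells; some results filed as inactive read as strong as hits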
# H9c2 TAG inh DAPI viability: further read-out of H9c2 TAG inh, marked with its call; DAPI nuclei signal change (viability), lower = more cytotoxic, %;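 whole-well DAPI fluorescence read on a plate reader as a viability signal; minus 50 percent equals half of cells still viable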
# Numbers without * were called inactive. An excerpt; the hit share may differ from the screen's.
SMILES,H9c2 TAG inh,H9c2 TAG inh DAPI viability
O=C(CC1SC(=O)NC1=O)Oc1ccc(/C=N/NC(=O)c2ccccc2O)cc1 (stereo not drawn),2,-14
Cc1cc(C)n(-c2ccc(S(=O)(=O)N3CCOCC3)cc2[N+](=O)[O-])n1,4,-2
CCc1noc(C)c1C(=O)NNC(=O)c1ccccc1,-4,-6
CCCOc1ccc(C(=O)c2ccccc2C(=O)O)cc1OCCC,-10,13
O=S(=O)(Nc1ccc2ccccc2c1)N1CCCCC1,3,3
Cc1ccc(NC(=O)CN(C)C(=O)c2cccc(S(=O)(=O)NCc3ccco3)c2)cc1,-13,7
O=C(NC1CCCCC1)Oc1cc2oc(=O)sc2cc1Br,-1,1
NC(=O)c1ccsc1NC(=O)C1CCCCC1,8,-2
CCCNC(=O)C[C@@H]1C[C@@H]2c3cc(NS(=O)(=O)c4ccc(OC)cc4)ccc3O[C@@H]2[C@@H](CO)O1,1,2
CCOc1ccc(NC(=O)CN(C)C(=O)c2ccncc2)cc1OCC,2,-2
COc1ccc(S(=O)(=O)N(C)C[C@@H]2Oc3cc(C#CC4CCCCC4)ccc3S(=O)(=O)N([C@@H](C)CO)C[C@@H]2C)cc1,39,8
Cc1ccc(Sc2nc(C)c([N+](=O)[O-])c(C)c2C#N)cc1,-4,8
CCCCn1c(N)c(N(CC(C)C)C(=O)CSc2ccc([N+](=O)[O-])cc2)c(=O)[nH]c1=O,-2,-11
O=C(CSc1ncnc2ccccc12)NCC(=O)c1ccccc1,11,7
Cc1ccc(NC(=O)c2cccc(NC(=O)CC3SC(N4CCCCC4)=NC3=O)c2)nc1 (stereo not drawn),17,-6
CCCOc1ccccc1OCC(=O)N1CCN(S(=O)(=O)c2ccc(Cl)cc2)CC1,-5,-11
Cc1c(-c2ccc(OCCN3CCOCC3)cc2)c(=O)oc2ccc3ccccc3c12,-16,6
COC(=O)c1cccc(NC(=O)CN2CCC(NC(=O)c3cc(OC)c(OC)c(OC)c3)CC2)c1,4,-7
Cc1ccccc1NC(=S)N1CCCCCC1,-2,-2
O=C(NCc1cccnc1)c1ccc(Cl)cc1[N+](=O)[O-],-3,2
COc1ccc(/C(C)=N/N=C(N)N)c(O)c1,0,9
CC(C)C(C)NC(=O)COn1nnc2ccc(S(=O)(=O)N3CCOCC3)cc21 (stereo not drawn),-4,-2
O=C(Cc1cccs1)N[C@@H]1c2ccccc2CC[C@@H]1OCc1ccccc1,-24,4
COc1ccc2c(c1)OC[C@H]1[C@H]2N2C(=O)c3cc(Br)ccc3NC(=O)[C@@]2(C)[C@H]1c1ccccc1,32,-15
O=C(Cn1cccc1C(=O)c1ccccc1)NCc1cccs1,-5,0
CN(C)CCCN1C(=O)C(=O)/C(=C(/O)c2ccncc2)C1c1cccc(Br)c1 (stereo not drawn),-7,-9
CCOc1ccc(CCNC(=O)C2CC(=O)N(CCc3ccc(OC)c(OC)c3)C2)cc1OCC (stereo not drawn),35,2
Cc1ccc(S(=O)(=O)NCC(=O)NNC(=O)c2ccc(Br)cc2)cc1C,3,8
C/C(=N\NC(=O)Cc1c(Cl)cccc1Cl)c1cccnc1,-6,-6
Cc1ccc(CCNS(=O)(=O)c2ccc3c(c2)NC(=O)C(C)C(=O)N3)cc1 (stereo not drawn),-5,5
COC(=O)C(NC(=O)c1ccco1)(Nc1nc(C2CC2)cs1)C(F)(F)F (stereo not drawn),32,-8
Cc1cc(C(=O)Cn2nc(C(=O)O)c3ccccc3c2=O)c(C)n1-c1ccc(F)cc1,9,-4
Nc1ncnc(Nc2cccc(F)c2)n1,26,-10
CCCCn1c(SCC(=O)N2CCCC2=O)nc2cc(S(N)(=O)=O)ccc21,4,-4
C=CCNC(=O)COC(=O)CCC(=O)c1cccs1,7,-3
CCCn1c(CCC(=O)O)ccc1-c1cccs1,12,-10
O=C(COc1ccccc1)NC(NC(=S)Nc1ccccc1C(=O)O)C(Cl)(Cl)Cl (stereo not drawn),13,17
CCC1(CC)NC(=O)N(CC(=O)Nc2ccc(C)cc2C)C1=O,-7,8
O=C(Nc1ccc2sccc2c1)c1cccc(N2C(=O)CCC2=O)c1,6,3
Cc1cccc(-n2nnc(C(=O)NCc3ccccc3)c2N)c1,-30,4
O=C(NCc1ccc(Cl)cc1)c1ncn[nH]1,5,-6
COc1ccc(B(O)O)c(CN2CCN(C(=O)OC(C)(C)C)CC2)c1,-1,6
O=C(c1ccco1)N1CCN(C(=O)c2cccc3c2C(=O)N(Cc2cccnc2)C3)CC1,9,0
Cc1ccc(C(=O)NC2CCS(=O)(=O)C2)cc1S(=O)(=O)N1CCCC1 (stereo not drawn),4,0
CC1CCCCC1NC(=O)c1cc(=O)[nH]c2ccccc12 (stereo not drawn),0,-5

# At a glance, some entries already given:
SMILES,H9c2 TAG inh,H9c2 TAG inh DAPI viability
CCC1(CC)NC(=O)N(CC(=O)Nc2ccc(C)cc2C)C1=O,-7,8
O=C(Nc1ccc2sccc2c1)c1cccc(N2C(=O)CCC2=O)c1,6,3
Cc1cccc(-n2nnc(C(=O)NCc3ccccc3)c2N)c1,-30,4
O=C(NCc1ccc(Cl)cc1)c1ncn[nH]1,5,-6
COc1ccc(B(O)O)c(CN2CCN(C(=O)OC(C)(C)C)CC2)c1,-1,6
O=C(c1ccco1)N1CCN(C(=O)c2cccc3c2C(=O)N(Cc2cccnc2)C3)CC1,9,0
Cc1ccc(C(=O)NC2CCS(=O)(=O)C2)cc1S(=O)(=O)N1CCCC1 (stereo not drawn),4,0

# Some of the entries so far, field by field:
O=C(Nc1ccc2sccc2c1)c1cccc(N2C(=O)CCC2=O)c1
- H9c2 TAG inh: 6
- H9c2 TAG inh DAPI viability: 3

Cc1cccc(-n2nnc(C(=O)NCc3ccccc3)c2N)c1
- H9c2 TAG inh: -30
- H9c2 TAG inh DAPI viability: 4

# New compounds follow
SMILES,H9c2 TAG inh,H9c2 TAG inh DAPI viability
COc1ccccc1NC(=O)c1cc2c(cc1Cl)N1CCCCCC1=NS2(=O)=O,7,6
COc1ccc(OC)c(-n2cnc3cc(C(=O)NCCCN4CCOCC4)ccc32)c1,-3,11
S=C(NCCCc1ccccc1)Nc1ccc(Cl)cc1,11,-13
CN(C)S(=O)(=O)c1cccc(C(=O)Nc2ccccc2)c1,-5,-1
Cc1cc(C)c(NC(=O)C2CSCCS2)c(C)c1 (stereo not drawn),10,-14
CCCN1C(=O)/C(=C/c2c(NCCCOC(C)C)nc3c(C)cccn3c2=O)SC1=S,-102,-21
Cc1ccc2cc(C)c(SCC#N)nc2c1,0,-3
COCCn1c(CN2CCN(C)CC2)nc2c1c(=O)n(C)c(=O)n2C,1,2
CCOC(=O)c1c(C)nc(-c2ccccc2)nc1N,-8,10
CCCCn1c(N)c(N(CCOC)C(=O)C2CCN(S(=O)(=O)c3ccc(C)c(C)c3)CC2)c(=O)[nH]c1=O,10,-5
CCOC(=O)CSc1nc(COc2ccccc2)nc2ccccc12,-16,-2
CCNC(=O)C1CCCN(C(=O)c2ccc3ccccc3c2)CC1 (stereo not drawn),9,-1
CC(C)NC(=O)CSc1nnc(-c2ccc(S(=O)(=O)N3CCCC3)cc2)n1CC1CCCO1 (stereo not drawn),0,-5
Cc1nn(-c2ccccc2)c(N2CCCC2)c1/C=N/n1cnc2scc(-c3ccccc3)c2c1=O,9,2
C(=N\N1CCOCC1)/c1nc(-c2ccccc2)n2ccccc12,-7,13
CC(=O)c1cnc(Nc2ccccc2)s1,-5,-2
CCCC(=O)Nc1cc(-c2nc3ncccc3o2)ccc1C,8,-8
Cc1cccc(NC(=O)CSCC(=O)Nc2ccc(N3CCOCC3)cc2N2CCOCC2)c1,15,-6
COc1ccc(C(=O)Cn2nnc(-c3ccccc3NC(=O)C(F)(F)F)n2)cc1,-13,1
CCOC(=O)c1cnc2ccc(OC)cc2c1Nc1ccc2c(c1)OCCO2,-8,-5
O=C(C[n+]1ccccc1)c1ccc(-c2ccccc2)cc1,14,-14
CCOc1ccccc1C(=O)OCC(=O)NCc1ccc2c(c1)OCO2,-3,7
CCN(CC)C(=O)[C@H]1CC(CC(=O)NCC23CC4CC(CC(C4)C2)C3)C(=O)N2CCc3c([nH]c4ccc(OC)cc34)[C@]12C (stereo partly drawn),25,-16
O=C(CCCN1CCC(O)(c2ccc(Cl)cc2)CC1)c1ccc(F)cc1,14,0
CC(=O)c1ccccc1NC(=O)CSc1nnc(Cc2csc(C)n2)o1,-5,3
O=C(NCc1cccs1)C1CCC(CNS(=O)(=O)c2ccc(Br)s2)CC1 (stereo not drawn),-5,-5
COCCN1CCn2c(nc3cc(NC(=O)Cn4nc(C)c5ccccc5c4=O)ccc32)C1,16,-12
N=C1C(c2nc3ccccc3c(=O)[nH]2)=C(O)CN1CCO,-7,1
CC(C)(Oc1ccc(Cl)cc1)C(=O)NC1CCCCC1,-39,3
CC(C)c1ccc(CN2CCC(n3nccc3NC(=O)C3CCCC3)CC2)cc1,1,-3
CCOc1cc(/C=N\NC(=O)OC)ccc1OC(=O)c1ccco1,-3,5
CN(CC(=O)NC1CCCCCC1)S(=O)(=O)c1cnc[nH]1,-4,12
CCOc1ccccc1N=CC1=C(O)CC(c2ccccc2)CC1=O (stereo not drawn),14,-8
COc1ccccc1CNS(=O)(=O)c1cc(C)ccc1OC,6,-4
OC(c1cccc(Cl)c1)c1ncc(-c2ccc(Oc3ccccc3)cc2)[nH]1 (stereo not drawn),4,-1
CC(C)NC(=O)COC(=O)c1ccc(Cl)c(S(=O)(=O)N2CCCC2)c1,-4,-1
Cc1cccc(N2C(=O)C(O)=C(C(=O)c3cccs3)C2c2ccccc2)n1 (stereo not drawn),-5,5
O=C(CN(CCO)Cc1ccccc1)N1CCN(S(=O)(=O)c2ccccc2)CC1,7,3
CC(C)CCNC(=O)c1cc(-c2ccco2)nc2ccccc12,-17,38
NC(COCc1ccccc1)c1csc(Nc2nccc(C(F)(F)F)n2)n1 (stereo not drawn),-1,8
CC(OC(=O)c1ccc2ncsc2c1)C(=O)NC1CCCCC1C (stereo not drawn),7,-2
CNc1cncc(-c2cccc(C(=O)N(C)C)c2)n1,-7,6
COc1ccc(N=c2oc3cc(O)ccc3cc2C(=O)Nc2ccccn2)cc1OC,22,4
Cn1nc(C2CC2)cc1NC(=O)C1(C)CCN1C(=O)CCc1ccccc1 (stereo not drawn),6,-7
COC(=O)C1=C(N)Oc2cc(C)n(Cc3cccnc3)c(=O)c2C1c1cccc(OC)c1OC (stereo not drawn),-9,-6
O=C(O)C1=C[C@@H](c2ccc(F)cc2)C[C@@H](OCCCCO)O1,-10,5
CCCC(=O)Nc1ccc(NCc2ccc(C)s2)cc1,-4,8
COc1ccccc1CNS(=O)(=O)c1ccc(N2CCCC2)cc1Br,-33,-1
COc1ccccc1/C=C/C=N/n1c(-c2ccccc2)n[nH]c1=S,-5,4
CC1=C(C(=O)N2CCOCC2)CC(CC(=O)NCCN2CCOCC2)C(=O)N1Cc1ccc(C(C)(C)C)cc1 (stereo not drawn),1,8
CC1=NN(c2ccccc2)C(=O)/C1=C\C=C\c1ccccc1,-15,19
COC(=O)c1ccc(NC(=O)CN2C(=O)NC3(CCC(C)CC3)C2=O)cc1 (stereo not drawn),-13,4
O=C(NCc1ccccc1)N1CCN(c2ccccc2F)CC1,-4,-4
COc1ccc(-c2cc(C(=O)N3CCCCCC3)c3ccccc3n2)cc1,8,68
COc1cc(NC(=O)COC(=O)Cc2ccsc2)cc(OC)c1,13,-3
COC(=O)c1cccc2c1-c1ccccc1/C2=N/O,-31,8
c1cc2c(cc1-n1cnnn1)OCO2,-3,8
CCCN(CC(=O)Nc1ccc(F)c(F)c1F)C(=O)Cn1c(=O)cnc2ccccc21,7,5
CCCN1CNC(=S)N(c2ccc(C)cc2C)C1,-3,10
Cc1cc(NC(=O)CSC2=NCCS2)no1,4,0

# Four records drawn at random from those above, as already listed:
SMILES,H9c2 TAG inh,H9c2 TAG inh DAPI viability
CC(C)CCNC(=O)c1cc(-c2ccco2)nc2ccccc12,-17,38
CCOC(=O)c1c(C)nc(-c2ccccc2)nc1N,-8,10
Cc1ccc(C(=O)NC2CCS(=O)(=O)C2)cc1S(=O)(=O)N1CCCC1 (stereo not drawn),4,0
Cc1cc(NC(=O)CSC2=NCCS2)no1,4,0

# Other structures follow:
SMILES,H9c2 TAG inh,H9c2 TAG inh DAPI viability
COc1ccc(C)c2sc(NC(=O)c3cccc(N4C(=O)CCC4=O)c3)nc12,0,25
COCCCNC(=O)c1ccc(NC(C)=O)cc1,8,-7
O=C(Nc1cccnc1)c1scc2c1OCCO2,2,-6
C[C@@H]1COC(=O)[C@H](CC(=O)OC(C)(C)C)C/C=C\C[C@@H](CC(=O)NCCO)C(=O)N1,-8,-9
CCOCCCNC(=O)c1ccc2c(=O)n(CCCOCC)c(=S)[nH]c2c1,-3,-5
Cc1cc(C)nc(Nc2n[nH]c(-c3ccccc3Br)n2)n1,-3,-3
Cc1ccc(S(=O)(=O)N2CC(=O)N3CCN(CCN)C3C2)cc1 (stereo not drawn),-4,0
COc1cccc2[nH]c3c(=O)n(CCN(C)C)cnc3c12,0,3
O=C(COC(=O)COc1ccc2ccccc2c1)Nc1cc(C(F)(F)F)ccc1N1CCOCC1,-7,11
CCC(C)Sc1nc2c(cnn2-c2ccc(C)c(C)c2)c(=O)[nH]1 (stereo not drawn),4,17
OCCNNC(=S)NC1CC2C=CC1C2 (stereo not drawn),11,-5
COCCCNC(=O)c1c[nH]c2ccc(S(=O)(=O)N3CCC(C)CC3)cc2c1=O,-18,16
O=C(O)c1ccccc1-n1cccc1C(=O)O,-7,4
O=C(CN1C(=O)C2CCCCC2C1=O)OCC(=O)c1ccc(Cl)s1 (stereo not drawn),4,-3
CC(CNC(=O)C(C)C)NC(=O)C(C)C (stereo not drawn),-11,-5
CS(=O)(=O)N1CCCCC1c1cc(C(=O)Nc2ccccc2)no1 (stereo not drawn),-5,15
O=C(O)CN=C(NS(=O)(=O)c1ccc(Cl)cc1)c1ccccc1,-7,-2
O=C(O)c1n[nH]c2c1CCCC2,1,9
